hIAP activ: human IAP activation | P09923 | purified human IAP, CDP-Star luminescence, 30 min; active compounds read high; 1 = vehicle-only enzyme, 0 = enzyme-free background | activation factor at 10 µM | hit rate 0.16% among 330,000;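 active means activation factor of the enzyme at least 2-fold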; further: the source names both 10 and 20 µM as test concentration; values of inactives mirror those of a sister screen read the other way
hIAP block: human IAP inhibition; inhibition, % at 10 µM; hit rate 0.12% among 330,000; P09923; purified IAP, CDP-Star luminescence, 30 min;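 active means inhibition reaching a set limit with compound at 10 µM in the primary screen, cut at about 35% in these data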;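 further: plate controls were DMSO wells with enzyme for no effect and no-enzyme buffer wells for full effect; values of inactives mirror those of a sister screen read the other way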
mIAP block: blocks mouse intestinal alkaline phosphatase. inhibition, % at 10 µM. hit rate 0.2% among 330,000. purified mouse IAP, CDP-Star luminescence, 30 min;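 active means inhibition of at least 40% at 10 µM in the primary screen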;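 further: plate controls were DMSO with enzyme for no effect and no enzyme wells for full effect; values of inactives mirror those of a sister screen read the other way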
A3A deaminase: inhibitors of human APOBEC3A DNA deaminase; P31941; recombinant A3A, FAM/TAMRA ssDNA deamination fluorescence; inhibition, % at 20 µM; hit rate 0.41% among 330,000;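 active means at least 40% inhibition at 20 µM here, with at most 30% in a related deaminase screen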;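 further: plate controls were A3A with DMSO for no effect and wells lacking A3A enzyme for full effect; some results filed as inactive read as strong as hits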
Target sequence (P31941 whole entry, looked up): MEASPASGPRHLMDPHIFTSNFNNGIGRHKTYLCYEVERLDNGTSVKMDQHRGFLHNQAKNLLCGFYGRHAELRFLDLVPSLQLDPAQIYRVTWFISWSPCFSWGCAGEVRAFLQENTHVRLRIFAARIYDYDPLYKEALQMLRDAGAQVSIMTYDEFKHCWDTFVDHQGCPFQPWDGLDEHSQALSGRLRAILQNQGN
SENP1 FRET inh: SENP1 (human) catalytic domain inhibition; inhibition, % at 10 µM; AID 624204; recombinant SENP1 catalytic domain, CyPet-SUMO1-YPet FRET cleavage; hit rate 0.21% among 360,000;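 active means inhibition at least 30% at 10 µM, raw YFP signal under a set limit, fluorescence ratio 0.5 to 1.5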;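 further: 0% = enzyme with DMSO and 100% = no enzyme wells; some results filed as inactive read as strong as hits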
Target sequence (Q9P0U3 419-644 limits assumed): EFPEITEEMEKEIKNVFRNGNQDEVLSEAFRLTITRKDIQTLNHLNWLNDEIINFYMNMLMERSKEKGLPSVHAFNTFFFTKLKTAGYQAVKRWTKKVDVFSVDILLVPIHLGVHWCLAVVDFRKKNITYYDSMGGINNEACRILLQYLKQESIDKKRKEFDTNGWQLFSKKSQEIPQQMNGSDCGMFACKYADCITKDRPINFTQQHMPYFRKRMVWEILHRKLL
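System: Recombinant human SENP1 catalytic domain, His6-tagged | Incubation: Enzyme reaction for 50 min at room temperature, dark | Medium: Tris pH 8 with BME, BSA, NP40 and catalase | Also added: 25 nM SUMO1 FRET substrate | Compound: 10 µM single point, 0.5% DMSO | Measured by: FRET fluorescence in CFP and YFP emission channels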
NALP3 yeast inh: inhibitors of NALP3 inflammasome in yeast; Yeast reconstituted NLRP3/ASC/caspase-1, beta-gal luminescence, 24 h; inhibition, % at 10 µM; hit rate 0.39% among 330,000; AID 2825;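 active means inhibition of 50% or more; inactive means inhibition below 50%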;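 further: plate controls were induced DMSO wells for no effect and uninduced yeast grown without galactose for full effect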
mIAP activ: mouse IAP activation. muIAP, CDP-Star luminescence, 30 min; active compounds read high; 1 = vehicle-only enzyme signal, 0 = enzyme-free wells. activation factor at 10 µM. hit rate 0.24% among 330,000. AID 2805;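 active means activation factor of at least 2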; further: the source names both 10 and 20 µM as test concentration; values of inactives mirror those of a sister screen read the other way
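also added = chemiluminescent substrate CDP-Star | test system = mouse IAP enzyme | signal = chemiluminescence readout | compound = DMSO-dissolved test compounds | incubation = 30 min at room temperature | benchmarks = DMSO wells, no-enzyme wells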
APOBEC3G inh: blocks human APOBEC3G single-stranded DNA deamination; Q9HC16; recombinant A3G, ssDNA deamination FAM/TAMRA fluorescence; inhibition, % at 20 µM; hit rate 0.28% among 330,000; AID 493012;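 active means inhibition of at least 40% at 20 µM, with no more than 30% in the related APOBEC3A deaminase screen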;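 further: plate controls were DMSO wells with A3G for no effect and wells lacking A3G enzyme for full effect; some compounds called inactive have numbers as strong as hits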
Target sequence (Q9HC16 whole entry, looked up): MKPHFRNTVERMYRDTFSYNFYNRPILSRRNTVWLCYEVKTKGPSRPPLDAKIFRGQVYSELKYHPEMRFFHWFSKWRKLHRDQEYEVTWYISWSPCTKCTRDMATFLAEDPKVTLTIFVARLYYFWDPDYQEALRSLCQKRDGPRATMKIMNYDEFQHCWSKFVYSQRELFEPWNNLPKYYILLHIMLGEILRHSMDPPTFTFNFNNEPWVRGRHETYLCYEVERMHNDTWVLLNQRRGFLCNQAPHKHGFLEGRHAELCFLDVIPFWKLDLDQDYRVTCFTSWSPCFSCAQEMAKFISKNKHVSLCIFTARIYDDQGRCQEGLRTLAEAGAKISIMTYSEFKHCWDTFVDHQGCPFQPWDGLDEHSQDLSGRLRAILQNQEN
beta cell repl: induces beta-cell replication in MIN6 cells; MIN6 cells proliferation, ATPlite luminescence, 48 h; cells starved in 0.2% serum; 100% = growth in 10% serum; proliferation, % at 10 µM; AID 2380; hit rate 0.29% among 330,000;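 active means compounds whose signal lies at least 3.5 SD above the mean of all wells on their plate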;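 further: 0% = DMSO-treated cells in low-serum medium and 100% = 10% serum control; some compounds called inactive have numbers as strong as hits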
* hit, by the source's call. Not all compounds are listed (hit frequency here may not be typical).

SMILES | hIAP activ | hIAP block | mIAP block | A3A deaminase | SENP1 FRET inh | NALP3 yeast inh | mIAP activ | APOBEC3G inh | beta cell repl
CCSc1nc2ccccc2n1CCOc1ccccc1 | 0.918 | 8.2 | 3.9 | -0.9 | -0.5 | 24.0 | 0.961 | -1.1 | -2.5
O=C(CSc1nnc(-c2ccccc2F)n1CCc1ccccc1)Nc1ccc2[nH]c(=O)[nH]c2c1 | 1.14 | -14.3 | 6.4 | -0.1 | -22.8 | 8.6 | 0.936 | -4.5 | -0.1
Cc1ccoc1C(=O)NCCCNC(=O)c1occc1C | 0.953 | 4.7 | -5.1 | 0.5 | 1.3 | 14.5 | 1.05 | -2.4 | 2.3
Nc1c(-c2ccccc2)c(CN2CCOCC2)nn1-c1cccc([N+](=O)[O-])c1 | 1.03 | -3.4 | -4.9 | 2.3 | -0.8 | 22.4 | 1.05 | -7.9 | 1.5
CCOc1ccc(S(=O)(=O)NCc2ccncc2)cc1NC(=O)c1ccccc1F | 0.899 | 10.1 | 1.2 | -5.4 | -0.7 | 8.6 | 0.988 | -10.9 | -0.5
O=C(CCCSc1nc2sc3c(c2c(=O)[nH]1)CCC3)NCCCO | 0.834 | 16.6 | -1.3 | -2.6 | 1.1 | -4.6 | 1.01 | -2.6 | -1.3
COc1cccc(CC(=O)NN2C(=O)NC3(CCCCC3)C2=O)c1 | 1.08 | -7.9 | -8.7 | -0.9 | 3.0 | 13.2 | 1.09 | -4.1 | -1.6
COc1ccc(C(=O)Nc2ccc(S(=O)(=O)N3CCCC3)cc2)c(OC)c1 | 1.08 | -8.0 | 2.4 | -3.2 | 2.5 | -8.1 | 0.976 | -4.1 | 3.2
CC1=NN2C(=N)/C(=C\c3ccc(SCc4ccccc4)o3)C(=O)N=C2S1 | 0.996 | 0.4 | 14.8 | 3.1 | -44.1 | 25.8 | 0.852 | -4.8 | -3.5
O=C1CC(N2CCC(O)(c3ccc(Cl)cc3)CC2)C(=O)N1 (stereo not given) | 1.1 | -10.1 | -1.1 | -1.3 | 4.4 | 12.6 | 1.01 | -5.4 | -1.1
COc1ccc(OC)c(-c2cc(C3CCN(c4cc(Cl)nc(N)n4)CC3)[nH]n2)c1 | 1.01 | -0.6 | -3.1 | 2.3 | -4.4 | 7.3 | 1.03 | 0.1 | -4.9
NC(=O)c1ccsc1NC(=O)COC(=O)CCCOc1ccccc1 | 0.948 | 5.2 | 5.6 | -2.4 | -0.4 | 8.7 | 0.944 | -1.8 | -2.3
COC(=O)c1ccc2c(=O)n(CC3CCCO3)c(SCC(=O)Nc3ccc(OC)cc3OC)nc2c1 (stereo not given) | 1.16 | -15.9 | -3.0 | -10.2 | -0.3 | 2.4 | 1.03 | 14.0 | 1.1
COC(=O)c1cccnc1-n1c(=O)c2cccnc2n(Cc2cccc(C(F)(F)F)c2)c1=O | 0.936 | 6.4 | 10.9 | 1.5 | 0.8 | 8.2 | 0.891 | -5.5 | -0.8
CCOc1ccccc1C1C2C(=O)N(c3ccccc3)C(=O)C2ON1c1ccccc1 (stereo not given) | 0.995 | 0.5 | -3.1 | 3.8 | 2.0 | 9.6 | 1.03 | 0.3 | 0.5
c1ccc(Cc2nnc3sc(-c4cccs4)nn23)cc1 | 1 | -0.4 | 16.6 | 3.4 | 0.7 | 14.2 | 0.834 | 20.1 | 4.7
CCOC(=O)c1cn(CC(=O)Nc2cccc(Cl)c2C)nn1 | 0.939 | 6.1 | -9.1 | 3.7 | 1.1 | 18.0 | 1.09 | 1.0 | 1.2
Cc1noc(C)c1S(=O)(=O)N(CC(=O)NC(C)c1ccccc1)c1ccc(C(C)C)cc1 (stereo not given) | 1.1 | -10.2 | -26.9 | 0.6 | 0.9 | 16.9 | 1.27 | -3.0 | -0.3
COc1cccc(/C=N/n2cnc3cc(C)c(C)cc32)c1OC | 1.18 | -17.5 | 3.2 | -1.9 | -2.2 | 21.7 | 0.968 | -7.4 | 3.9
O=C(C1=C[C@@H](c2ccc(C(F)(F)F)cc2)C[C@@H](OCc2ccc(CO)cc2)O1)N1CCOCC1 | 1.01 | -1.0 | -2.1 | -0.2 | 0.3 | 21.6 | 1.02 | -7.3 | -2.6
Cc1ccc(S(=O)(=O)N2CCN(C(=O)c3cc(S(=O)(=O)N(C)C)ccc3N3CCCC3)CC2)c(C)c1 | 1.16 | -15.9 | 3.2 | -4.4 | -0.9 | 12.1 | 0.968 | -2.9 | -2.0
COc1ccc(CNC(=O)CN2CCN(S(=O)(=O)c3cc(Br)ccc3Br)CC2)cc1OC | 1 | -0.1 | -4.5 | 12.8 | -0.5 | 27.7 | 1.04 | -5.1 | 3.5
COc1ccc(OC)c2[nH]c(=O)c(CCNC(=O)c3ccc(Br)o3)cc12 | 0.898 | 10.2 | -2.5 | 1.6 | 0.9 | -14.9 | 1.02 | 1.6 | -2.0
O=C(c1ccc(SCc2ccco2)c([N+](=O)[O-])c1)N1CCOCC1 | 0.912 | 8.8 | -4.1 | 0.4 | 0.7 | -5.4 | 1.04 | -6.4 | -3.6
CCN(CC)C(=O)Cn1cc(C(=O)C(=O)NCc2ccco2)c2ccccc21 | 0.971 | 2.9 | -1.8 | -1.9 | -1.5 | -2.6 | 1.02 | -11.0 | -3.2
CCOC(=O)CNC(=O)CSc1nc2cccnc2n1C | 1.1 | -9.8 | -7.9 | -2.0 | 1.9 | 4.1 | 1.08 | -3.1 | 0.0
Cc1cc(C)c(C)c(S(=O)(=O)N2CCN(C(=O)C3CSC4(C)CCC(=O)N34)CC2)c1C (stereo not given) | 1.05 | -5.4 | -2.9 | 0.0 | -0.4 | 10.0 | 1.03 | -2.5 | -1.0
CCc1ccc(-c2nn[nH]n2)cc1 | 1.03 | -3.4 | -0.3 | -1.6 | -0.8 | 9.7 | 1 | -5.6 | -3.4
CCOC(=O)C1CCCN(C(=O)c2ccc(S(=O)(=O)N3CCOCC3)cc2)C1 (stereo not given) | 0.84 | 16.0 | -5.2 | -4.9 | 0.9 | 8.9 | 1.05 | -7.3 | -0.9
CCOc1ccc(-n2c(=S)sc3c(=O)[nH]c(SCC(=O)NC(C)CC)nc32)cc1 (stereo not given) | 0.852 | 14.8 | 4.4 | -2.1 | 0.2 | 11.1 | 0.956 | 0.8 | -2.1
Cc1nn(Cc2ccccc2)c(Cl)c1C(=O)NCc1ccc(C)n1C | 1.02 | -1.6 | 5.2 | 0.4 | -20.4 | 4.7 | 0.948 | -3.2 | -2.3
CCOc1ccc(CN2CCNC(=O)C2CC(=O)NCCCn2ccnc2)cc1 (stereo not given) | 1.02 | -2.2 | 3.8 | -2.0 | 1.7 | 8.9 | 0.962 | -6.7 | -3.4
Cn1c(C(=O)O)cc2c(=O)n3ccccc3nc21 | 1.2 | -20.3 | 6.2 | 5.9 | -112.9 | 14.1 | 0.938 | -1.0 | -1.6
O=C1N=C2SCCN2/C1=C\c1ccc(Cl)cc1 | 1.12 | -12.0 | 7.6 | 1.7 | 3.8 | 1.0 | 0.924 | -0.2 | -1.0
NNC(=O)c1nn(-c2ccc(Cl)cc2)ccc1=O | 0.9 | 10.0 | -3.5 | -3.6 | 1.7 | -1.3 | 1.03 | -11.0 | -0.1
O=C1NC2(CCCCC2)C(=O)N1CC(=O)N(Cc1ccccc1)c1ccccc1 | 1.51 | -50.9 | 10.3 | 2.7 | -0.1 | -0.9 | 0.897 | -1.6 | -1.9
Cc1cc(C)c(OCCCCCn2ccnc2)c(C)c1 | 1.42 | -42.1 | -1.9 | 4.5 | 3.6 | 27.0 | 1.02 | -4.0 | -3.1
c1ccc(-c2nnc(-c3ccco3)n2-c2ccccc2)cc1 | 0.935 | 6.5 | -5.2 | 0.5 | -1.8 | 23.5 | 1.05 | 1.5 | -2.2
COc1ccc(CCN(C(=O)c2ccc(F)cc2)C2=CC3CCC(C2)N3C)cc1OC (stereo not given) | 1.1 | -9.6 | -3.8 | -3.7 | -0.4 | 2.9 | 1.04 | -8.8 | -2.4
Cc1ccc(NC(=O)C2CC2C)c(Cl)c1 (stereo not given) | 1.05 | -5.0 | -8.2 | -4.6 | 0.1 | 15.8 | 1.08 | -10.5 | -0.3

Some of the entries so far, as tab-separated lines.
canonical_smiles	hIAP activ	hIAP block	mIAP block	A3A deaminase	SENP1 FRET inh	NALP3 yeast inh	mIAP activ	APOBEC3G inh	beta cell repl
Cc1cc(C)c(OCCCCCn2ccnc2)c(C)c1	1.42	-42.1	-1.9	4.5	3.6	27.0	1.02	-4.0	-3.1
c1ccc(-c2nnc(-c3ccco3)n2-c2ccccc2)cc1	0.935	6.5	-5.2	0.5	-1.8	23.5	1.05	1.5	-2.2
COc1ccc(CCN(C(=O)c2ccc(F)cc2)C2=CC3CCC(C2)N3C)cc1OC (stereo not given)	1.1	-9.6	-3.8	-3.7	-0.4	2.9	1.04	-8.8	-2.4

The results go on.
SMILES | hIAP activ | hIAP block | mIAP block | A3A deaminase | SENP1 FRET inh | NALP3 yeast inh | mIAP activ | APOBEC3G inh | beta cell repl
CC(Sc1nncn1C)C(=O)Nc1ccc(N2CCCCC2)cc1 (stereo not given) | 1.13 | -12.8 | -14.0 | -2.2 | -0.2 | 7.3 | 1.14 | -9.4 | -1.1
CCCOc1ccc(C(=O)Nc2ccc(S(=O)(=O)NC3=NCCCCC3)cc2)cc1 | 0.94 | 6.0 | -11.5 | 2.6 | 0.6 | 19.8 | 1.11 | 4.6 | -1.0
COC(=O)/C(=C\c1cccnc1)NC(=O)c1ccc(OCc2ccccc2)cc1 | 0.893 | 10.7 | -2.2 | -6.7 | 1.9 | -7.5 | 1.02 | -2.3 | -0.4
O=C(CNC(=O)c1ccc(Cl)cc1)NCCCn1ccnc1 | 0.998 | 0.2 | 1.4 | -2.4 | -0.5 | 0.7 | 0.986 | -4.3 | -0.9
CSCCC(NS(=O)(=O)c1ccc(Cl)cc1)C(=O)OCC(=O)NC12CC3CC(CC(C3)C1)C2 (stereo not given) | 1.03 | -3.5 | -2.2 | 1.4 | 4.1 | -3.0 | 1.02 | -2.1 | -3.5
O=C(CNc1ccc2ccccc2c1)N/N=C/C=C/c1cccc([N+](=O)[O-])c1 | 1.02 | -2.5 | 7.8 | -3.8 | -10.9 | -3.6 | 0.922 | -7.5 | -6.1
CSCc1cc(N2CCOCC2)nc(-c2ccccc2)n1 | 1.03 | -3.4 | 3.8 | -2.1 | -0.4 | 16.5 | 0.962 | -7.5 | 1.4
N=C1/C(=C\c2ccc(OC(=O)c3ccco3)cc2)C(=O)N=C2SC(N3CCCCC3)=NN12 | 0.787 | 21.3 | 6.1 | -1.6 | -54.1 | 18.9 | 0.939 | -3.9 | -5.5
O=C(CCC1CCCC1)Nc1cc(Cl)ccc1N1CCOCC1 | 0.967 | 3.3 | 8.2 | 0.9 | -1.7 | 18.6 | 0.918 | -6.0 | -2.8
NC(=O)C1CCN(C(=O)c2ccc3nc(-c4ccccc4)c(-c4ccccc4)nc3c2)CC1 | 1.18 | -17.6 | 10.8 | -2.7 | -0.4 | 5.6 | 0.892 | -5.5 | 3.6
COc1ccc(NC(C)C(=O)N/N=C/c2c(O)ccc3ccccc23)cc1 (stereo not given) | 1.49 | -48.9 | 13.2 | -3.3 | -82.6 | 16.1 | 0.868 | -8.8 | -3.9
